Assay outcomes: PubChem BioAssay, several laboratories
HTR5A inv ag: HTR5A inverse agonists in luminescence cell assay, primary screen, counter-screen for OPRM1-OPRD1 heterodimer inverse agonist project, full-deck HTS | 5-hydroxytryptamine receptor 5A (Homo sapiens), P47898 | inhibition, % at 9.3 µM | hit rate 0.083% among 340,000 | HTR5A cell line, inverse agonism | AID 504634, 2011; in the data active = inhibition mostly above about 23%, no sharp cut-off; inactive = mostly below about 18%;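 also: 0% = cells with DMSO and 100% = no-cell wells with DMSO; some compounds called inactive have numbers as strong as hits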
Target sequence (P47898 whole entry, looked up): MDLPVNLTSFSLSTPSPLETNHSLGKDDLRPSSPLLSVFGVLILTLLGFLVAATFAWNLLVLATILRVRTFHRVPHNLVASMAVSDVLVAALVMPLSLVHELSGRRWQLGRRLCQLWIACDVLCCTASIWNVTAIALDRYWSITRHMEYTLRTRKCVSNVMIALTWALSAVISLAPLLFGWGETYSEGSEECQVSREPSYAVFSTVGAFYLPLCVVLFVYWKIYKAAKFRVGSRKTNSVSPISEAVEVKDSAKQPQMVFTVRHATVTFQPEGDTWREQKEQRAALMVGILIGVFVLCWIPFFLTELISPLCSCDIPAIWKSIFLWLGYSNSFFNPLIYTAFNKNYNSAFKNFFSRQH
PfHsp90 set2: growth inhibition of PfHsp90-expressing yeast, primary screen, antimalarial PfHsp90 inhibitor project, S. cerevisiae, BacTiter-Glo luminescence, single point, set 2; BacTiter-Glo ATP, 48 h; yeast lacking PDR1 and PDR3 efflux regulators; inhibition, % at 9.4 µM; hit rate 0.32% among 310,000; AID 504621, 2011;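 active = every replicate shows inhibition above about 80%, whatever the replicate mean, limit read from the data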;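 also: 0% = DMSO neutral controls and 100% = 20 µM radicicol positive controls; yeast relying on Plasmodium falciparum Hsp90 in place of its own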
PKA-R2B activ: activators of PKA-R2B holoenzyme, primary screen, biochemical, fluorescence polarization, Cy5-IP20, human; cAMP-dependent protein kinase catalytic subunit beta (Homo sapiens) + cAMP-dependent …; PKA-R2B holoenzyme dissociation; R2B truncated from residue 108, S112A mutant; 0% DMSO only, 100% 113 µM cGMP; activation, % at 11.4 µM; hit rate 0.079% among 340,000; AID 504700, 2011;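 active = activation above a cutoff set at the mean over all compounds plus 3 SD, cut at about 18% in these data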;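 also: higher means more holoenzyme dissociation and a rise in polarization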
Target sequence (P31323 whole entry, looked up, other chains not shown, the tested form may be a part): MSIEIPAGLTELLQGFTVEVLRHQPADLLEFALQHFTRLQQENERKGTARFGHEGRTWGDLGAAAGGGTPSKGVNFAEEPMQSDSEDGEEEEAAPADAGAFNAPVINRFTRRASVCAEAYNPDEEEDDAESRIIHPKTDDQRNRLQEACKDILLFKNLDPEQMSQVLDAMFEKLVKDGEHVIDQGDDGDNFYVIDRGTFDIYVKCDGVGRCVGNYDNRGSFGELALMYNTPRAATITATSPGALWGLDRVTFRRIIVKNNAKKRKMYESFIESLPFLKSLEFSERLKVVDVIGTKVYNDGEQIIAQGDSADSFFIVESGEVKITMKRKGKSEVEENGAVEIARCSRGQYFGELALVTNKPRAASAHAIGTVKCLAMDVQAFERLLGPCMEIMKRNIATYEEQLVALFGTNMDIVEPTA
phage Ecoli inh: growth loss of phage-infected E. coli, primary screen, RecBCD inhibitor project, absorbance, with phage, HTS; inhibition, % at 11.9 µM; hit rate 0.26% among 360,000; in the data active = inhibition above about 11%
SUMO Mot1 rescue: yeast Mot1-301 growth rescue at high temperature, primary screen, SUMOylation pathway inhibitor project, S. cerevisiae, ATP luminescence, 38.5C; S. cerevisiae Mot1-301 growth rescue; percent above DMSO median, 100 means doubled; growth rescue, % at 18.8 µM; hit rate 1% among 320,000; AID 2716, 2010;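 active = every valid replicate shows activation above 250% relative to neutral control wells; inactive = the rest, any valid replicate at or below 250%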;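 also: OY570 slx delta 5 strain wells were the positive control but not used for scaling; some compounds called inactive have numbers as strong as hits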
MOR-DOR inv ag: inverse agonists of MOR-DOR heterodimerization, primary screen, cell-based, luminescence. cell-based MOR-DOR heterodimer luminescence, inverse agonism. inhibition, % at 9.3 µM. hit rate 0.21% among 340,000; in the data active = inhibition above about 22%, passing the limit was not always enough;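 also: 0% = cells with DMSO and 100% = wells without cells with DMSO; values of inactives mirror those of a sister screen read the other way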
Tat export inh: E. coli Tat export inhibitors, primary screen, MC4100, TorA-mCherry reporter, fluorescence, single point | inhibition, % at 10 µM | hit rate 0.036% among 340,000 | AID 488895, 2010;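 active = mean replicate inhibition at least 50% and at least half of replicates individually reaching 50%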;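 also: exported cargo escapes ClpAP degradation while cytoplasmic cargo is degraded and loses fluorescence; 0% = median of neutral control wells and 100% = median of NaSCN control wells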
OPRM1-OPRD1 ag: agonists of OPRM1-OPRD1 heterodimerization, primary screen, cell-based, luminescence. Mu-type opioid receptor (Homo sapiens) + Delta-type opioid receptor (Homo sapiens), …. hit rate 0.3% among 340,000. cells. activation, % at 9.3 µM. AID 504326, 2011; in the data active = activation above about 18%;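 also: 0% = vehicle-treated cells and 100% = reference agonist; values of inactives mirror those of a sister screen read the other way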
AddAB inh: growth inhibition of E. coli expressing H. pylori AddAB, primary screen, AddAB inhibitor project, absorbance | inhibition, % at 11.9 µM | hit rate 0.29% among 330,000; in the data active = inhibition above about 12%;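 also: 0% = vehicle wells of infected cells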
Ecoli viability: E. coli V3065 growth inhibition, primary screen, counter-screen for AddAB inhibitor project, absorbance, OD600; inhibition, % at 11.9 µM; hit rate 0.27% among 330,000; AID 449728, 2010; 18 h;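 active = inhibition above the campaign's mean inhibition across all tested compounds plus 3 SD, cut at about 9.9% in these data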;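 also: uninfected addAB+ strain grown without phage in ampicillin broth; 0% = DMSO wells and 100% = ciprofloxacin 0.95 µg/ml wells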
PKA-R1A activ: activators of PKA-R1A holoenzyme, primary screen, biochemical, fluorescence polarization, Cy5-IP20, bovine R1A, mouse PKAc | hit rate 0.083% among 340,000 | PKA-R1A dissociation; scaled: DMSO 0%, 113 µM cGMP 100% | activation, % at 11.4 µM | cAMP-dependent protein kinase type I-alpha regulatory subunit (Bos taurus) + … | AID 504707, 2011;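 active = percent activation above the mean of all tested compounds plus 3 SD, cut at about 19% in these data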;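 also: higher means more PKAc released from R1A so a rise in polarization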
An asterisk follows results filed as active; x = not tested or not shown. Compounds were not picked by outcome. About 2.2% of those tested had a hit in this group.

SMILES	HTR5A inv ag	PfHsp90 set2	PKA-R2B activ	phage Ecoli inh	SUMO Mot1 rescue	MOR-DOR inv ag	Tat export inh	OPRM1-OPRD1 ag	AddAB inh	Ecoli viability	PKA-R1A activ
Cc1occc1C(=O)Nc1sc2c(c1C(N)=O)CCC(C(C)(C)C)C2 (stereo not drawn)	-22	-15	1	2.1	1	-2	6	0.3	2.5	-1.2	1
O=C(Nc1ccc2oc(-c3ccncc3)nc2c1)c1ccc([N+](=O)[O-])o1	-19	-37	2	3.5	-3	-71	0	10	18*	15*	-3
N#Cc1c(-c2ccccc2)nc(-c2cccnc2)[nH]c1=O	-11	27	-6	1.8	23	8	-3	-1.7	0.9	-0.2	4
CCc1ccccc1NC(=O)N1C2CCCC1CC(NC(C)=O)C2 (stereo not drawn)	-14	x	-1	2.0	6	3	-2	-0.5	-1.2	0.3	-10
Cc1ccc(-c2nn(-c3ccccc3)cc2CSC(=N)N)cc1	7	-8	-14	3.6	8	-4	6	0.8	4.1	2.2	-2
CN1C(C(=O)NCc2cccc(C(F)(F)F)c2)CC2Cn3c(nc4cc5ccccc5cc43)C21 (stereo not drawn)	-8	6	-3	2.4	-10	-9	-9	1.6	1.2	-2.7	-4
CCN1CCC(=NNC(=O)c2ccco2)CC1	-2	15	-6	2.2	253	5	-14	-0.8	1.9	2.8	-2
O=[N+]([O-])c1cccc(/C=C/c2nc3ccc([N+](=O)[O-])cc3[nH]2)c1	-23	-20	-1	0.5	-1	-35	0	7.0	0.1	0.2	-7
c1ccn(-c2ccc(N3CCOCC3)cc2)c1	-12	3	-5	4.2	340	14	-6	-2.4	0.8	-0.8	6
COc1cccc(NC(=S)Nc2cccc3ccccc23)c1	-27	-4	2	2.1	-9	-23	2	4.0	-1.0	-1.8	3
COC(=O)CN1C(=S)N(C)C(=O)C1CC(=O)Nc1ccccc1 (stereo not drawn)	5	32	21*	2.5	6	-8	19	1.4	0.3	2.8	-13
CCOC(=O)N1CCN(C(=O)CN(C2CCCCC2)S(=O)(=O)c2ccc(F)cc2)CC1	-4	6	-10	1.4	-20	13	-1	-2.3	3.1	-1.1	-2
O=C(O)CN1CCN(Cc2ccccc2Cl)C1=O	-4	x	5	1.1	-16	7	-4	-1.3	0.8	-1.1	-3
COc1ccc(NC(=O)CS(=O)c2ccccc2Cl)cc1 (stereo not drawn)	24	-15	2	0.9	-5	16	-2	-3.2	1.2	-1.2	4
COc1ccc(Cc2nnc(NS(=O)(=O)c3ccc([N+](=O)[O-])cc3)s2)cc1	6	-22	-12	2.0	-7	-12	-2	2.0	4.1	-0.6	-1
CCS(=O)(=O)N1CCN(C(=O)c2cccc(OC)c2)CC1	-32	-22	-4	2.2	14	11	-6	-1.8	2.0	-0.2	-4
CC(C(=O)NC1CCCc2ccccc21)N1CCN(c2ccc(F)cc2)CC1 (stereo not drawn)	-17	10	5	0.6	-13	-1	-2	0.2	-0.5	-0.3	3
Cc1cccc(NC(=O)CSc2nnc(CNC(=O)c3ccco3)o2)c1C	26	-3	-6	-0.4	129	8	9	-1.6	4.6	-0.4	0
CC(=O)c1cccc(N(CC(=O)N2CCCC2)S(C)(=O)=O)c1	20	-2	1	2.8	1	-2	2	0.3	-0.3	1.2	-5
COC(=O)[C@@]12CCCN1[C@H](c1ccc(-c3ccc(Cl)c(Cl)c3)c(OC)c1)[C@H]1C(=O)N(C)C(=O)[C@H]12	-22	4	-5	2.9	21	8	7	-1.3	0.2	-2.6	8

Some of these compounds in order of their number in Tat export inh, falling.
Structure,PKA-R2B activ,phage Ecoli inh,SUMO Mot1 rescue,MOR-DOR inv ag,Tat export inh,OPRM1-OPRD1 ag,PKA-R1A activ
COC(=O)[C@@]12CCCN1[C@H](c1ccc(-c3ccc(Cl)c(Cl)c3)c(OC)c1)[C@H]1C(=O)N(C)C(=O)[C@H]12,-5,2.9,21,8,7,-1.3,8
COc1ccc(Cc2nnc(NS(=O)(=O)c3ccc([N+](=O)[O-])cc3)s2)cc1,-12,2.0,-7,-12,-2,2.0,-1
CCN1CCC(=NNC(=O)c2ccco2)CC1,-6,2.2,253,5,-14,-0.8,-2

Part of the list above in a different format:
| SMILES | HTR5A inv ag | PfHsp90 set2 | PKA-R2B activ | phage Ecoli inh | SUMO Mot1 rescue | MOR-DOR inv ag | Tat export inh | OPRM1-OPRD1 ag | AddAB inh | Ecoli viability | PKA-R1A activ |
| --- | --- | --- | --- | --- | --- | --- | --- | --- | --- | --- | --- |
| CCN1CCC(=NNC(=O)c2ccco2)CC1 | -2 | 15 | -6 | 2.2 | 253 | 5 | -14 | -0.8 | 1.9 | 2.8 | -2 |
| O=[N+]([O-])c1cccc(/C=C/c2nc3ccc([N+](=O)[O-])cc3[nH]2)c1 | -23 | -20 | -1 | 0.5 | -1 | -35 | 0 | 7.0 | 0.1 | 0.2 | -7 |
| c1ccn(-c2ccc(N3CCOCC3)cc2)c1 | -12 | 3 | -5 | 4.2 | 340 | 14 | -6 | -2.4 | 0.8 | -0.8 | 6 |
| COc1cccc(NC(=S)Nc2cccc3ccccc23)c1 | -27 | -4 | 2 | 2.1 | -9 | -23 | 2 | 4.0 | -1.0 | -1.8 | 3 |

Further entries follow:
SMILES	HTR5A inv ag	PfHsp90 set2	PKA-R2B activ	phage Ecoli inh	SUMO Mot1 rescue	MOR-DOR inv ag	Tat export inh	OPRM1-OPRD1 ag	AddAB inh	Ecoli viability	PKA-R1A activ
Cc1cc(OCCN2CC(C)OC(C)C2)ccc1[N+](=O)[O-] (stereo not drawn)	6	2	4	-0.1	10	-1	-2	0.2	-0.1	-1.5	-2
CC(C)c1nc(SCC(=O)Nc2ccc(C(=O)O)cc2)c2c3c(sc2n1)CCCC3	-8	-6	-7	1.4	362	4	-4	-0.7	1.3	0.8	-6
Cc1ccc(N(CC(=O)NCc2ccccc2)C(=O)CCC(=O)Nc2ccccn2)cc1	8	38	-2	0.7	-5	5	-4	-0.7	3.1	-1.8	3
Cc1ccccc1-c1ccc(C(=O)Nc2cccc(F)c2)o1	8	-5	-19	4.2	-25	-8	1	1.7	1.1	1.7	-12
CC(=O)N1CCc2cc(S(=O)(=O)NCCN3CCC(C)CC3)ccc21	-8	3	-2	2.2	-11	7	-5	-1.2	0.9	2.6	-6
S=C(c1ccccc1)N1CCN(c2ccccc2)CC1	-10	-1	-12	-0.5	x	-11	5	2.1	x	x	-12
CC(C)(C)P(=O)(CO)c1ccccc1 (stereo not drawn)	11	-15	-5	2.8	6	15	-1	-3.0	0.8	0.2	-19
CC1(C)CC(C(=O)Nc2ccccc2)C(=O)O1 (stereo not drawn)	7	17	-1	-0.8	3	8	-2	-1.6	0.6	-0.1	7
COC(=O)c1ccc(Sc2ccccc2NS(=O)(=O)c2ccc(OC)cc2)nc1	-20	x	-9	1.9	31	9	1	-1.7	-1.4	-1.9	-13
CN(C)c1nc(N)nc(CSc2nnnn2-c2ccc(F)cc2)n1	-7	13	-16	3.6	0	-4	-7	0.7	0.8	-1.1	-10
COc1ccc(OCC(O)CNC(=O)c2ccccc2C(=O)O)cc1 (stereo not drawn)	-7	10	-7	0.9	22	9	-9	-1.6	2.1	-1.5	1
COc1ccc(N2C(=O)NC(NS(=O)(=O)c3ccc(NC(C)=O)cc3)(C(F)(F)F)C2=O)cc1 (stereo not drawn)	-25	11	-11	1.6	21	14	3	-2.6	1.5	-0.9	-7
Cn1c(CNC(=O)c2ccco2)nnc1SCC(=O)N1c2ccccc2Sc2ccccc21	9	23	-1	0.2	-17	12	-2	-2.0	5.0	0.5	0
Cc1ccc(N/C(CSC(N)=O)=N\S(=O)(=O)c2ccc(C)cc2)cc1	-8	2	4	3.4	-10	-3	-8	0.4	-0.2	-3.6	12
COc1ccc(S(=O)(=O)N(C)CC(=O)N2CCN(C)CC2)cc1C	7	x	-2	2.4	-17	5	4	-1.1	2.2	0.0	-2
O=C(CNC(=O)COc1ccccc1)NCc1ccccc1F	13	10	-10	3.4	-5	9	0	-1.8	2.9	0.0	-10
CCOc1cc(C(=O)CCC(=O)OCC(=O)Nc2ccc(C)c(S(=O)(=O)N(C)C)c2)ccc1O	-6	x	-2	0.3	-4	8	22	-1.7	0.2	-0.2	-5
COc1ccc(N(C)C(=O)CC2(CC(=O)O)CCCCC2)cc1	11	0	-9	1.3	-10	14	-1	-2.8	-0.3	0.7	-6
Cc1occc1C(=O)Nc1cc(=O)n(C)c(=O)n1C	-3	-2	2	3.0	7	0	4	0.0	0.2	-0.4	-8
CCOC(=O)CCSc1nnc(-c2cccnc2)n1-c1ccccc1OC	-18	9	5	0.8	-20	-11	2	1.7	-0.9	-1.3	-6
COc1cc2[nH]c(=S)nc(NCc3cccnc3)c2cc1OC	-8	1	0	-1.8	-6	14	-16	-3.1	-0.5	-1.0	-4
CC(C)CCC(=O)N1CCC(N2CCC(C(=O)NCc3ccccn3)CC2)CC1	-9	-12	-1	0.0	9	14	-4	-2.8	1.9	0.2	-2
COc1ccc(CNC(=O)Cn2cc([N+](=O)[O-])cn2)cc1	2	25	-2	2.5	89	5	-6	-1.0	2.4	-0.5	-7
N#Cc1cc2c(nc1SCC(=O)Nc1sc3c(c1C#N)CCC3)CCCCC2	8	x	-13	2.2	1	-3	-2	0.6	-0.4	-2.2	-6
COCCNc1oc(-c2ccccc2Cl)nc1S(=O)(=O)c1ccc(C)cc1	3	x	2	-1.6	-15	17	-1	-3.1	0.9	0.1	3
CCN1C(=O)C(CC(=O)Nc2ccc(OC)cc2)N(CCN2CCOCC2)C1=S (stereo not drawn)	-1	4	9	3.8	17	17	4	-3.5	0.1	0.0	7
C=CCn1c(SC)nnc1-c1ccc2ncccc2c1	-9	8	4	2.7	-21	10	-3	-2.0	-1.7	-1.1	-3
Cc1cccc(N(C(=O)c2csnn2)C(C(=O)NC(C)(C)C)c2cccs2)c1 (stereo not drawn)	8	-3	15	2.2	1	-2	-2	0.4	0.4	1.6	2
COC(=O)c1cc(COC(=O)c2nc3nccc(C)n3n2)oc1C	-11	10	-6	3.6	-4	8	1	-1.6	-0.4	-2.0	2
COC(=O)C(C)Oc1ccc(-c2nccc(-c3ccccn3)n2)cc1 (stereo not drawn)	5	-4	-7	2.7	52	12	-10	-2.7	-1.7	-2.2	4
